ASM inhibitor = blocks human secretory acid sphingomyelinase; 340,000 tested, 0.006% active; Potency, µM (doses to about 57.5 µM), without a hit: at the highest dose activity change, negative = inhibition, hits mostly inhibitors; P17405; placental ASM, HMU-PC fluorogenic substrate, 60 min; also: potency is read from the fitted curve at half-maximal effect
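Fluorogenic HMU-PC substrate (9 uM final) is turned over by placental ASM in 60 min at 37 C after a 10 min compound preincubation. Reaction ended by alkaline stop (pH 10), with fluorescence read at 386/447 nm.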
TCR act = T cell receptor activation; primary human leukocytes, anti-CD3, IL-2 HTRF, 48 h; AID 504894; Potency, µM (top dose mostly 9.22 µM), without a hit: at the highest dose activation of IL-2 secretion, usual class: activators; 330,000 tested, under 10 active; also: % of control where 0% means no effect
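1) Mix primary human leukocytes, a-CD3 beads and compound. 2) Incubate 48 hr. 3) Add HTRF IL-2 reagents (a-IL-2-K, a-IL-2-d2).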
ELG1 DNA repair = blocks ELG1-dependent DNA repair in HEK293T cells; HEK293T ELG1-luciferase reporter, luminescence, 16 h; DNA damage induced by 5-fluorouridine; 330,000 tested, 2.3% active; Potency, µM (top dose mostly 46.1 µM), for inactives: at the top dose activity change, negative = inhibition, actives largely listed as inhibitors; AID 504467; also: potency is read from the fitted curve at half-maximal effect; % is scaled to controls: 0 for no effect and ±100 for the full control effect; nearly all actives have a fitted effect of over 55% in size
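Luminescence from the luciferase reporter, measured 30 min after ONE-Glo reagent at room temperature, was the read-out. Beforehand, 2,000 cells per well were exposed for 16 hr at 37 °C to 5-fluorouridine together with compound or vehicle.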
Integrin act MD = activates integrin-mediated alleviation for muscular dystrophy. alpha7betagal myoblasts, beta-gal FDG fluorescence, 48 h. Potency, µM (series often up to 38.3 µM), for the others: at the highest dose activation, hits mostly activators. 350,000 tested, 0.064% active. AID 624291;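 also: potency is read from the fitted curve at half-maximal effect; 100% = response of the positive control SU9516; nearly all actives have a fitted effect of over 60% in size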
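alpha7betagal+/- myoblasts (passage 13, 250/well) treated 48 h at 37C with compounds at 1:260 dilution of DMSO stock. Lysed, then beta-galactosidase activity read as FDG fluorescence (ex 480/em 540) after 30 min, with pre-read for autofluorescence.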
Tb PFK block = blocks T. brucei phosphofructokinase; 330,000 tested, 0.17% active; T. brucei PFK, ADP-Glo luminescence; Potency, µM (highest dose often 57.5 µM), without a hit: at the highest dose activity, negative = inhibition, hits mostly inhibitors; O15648;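 also: potency is read from the fitted curve at half-maximal effect; 0% = uninhibited 1x PFK enzyme wells and -100% = no-enzyme wells; nearly all actives have a fitted effect of over 60% in size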
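Compounds were pin-transferred as a titration series up to 57 uM into substrate buffer (0.5 mM F6P, 0.1 mM ATP, pH 8.0), then 1.25 nM PFK was added and reactions ran 45 min before ADP-Glo detection.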
BCR signal inh = inhibitors of chronic active B-cell receptor signaling; ABC-DLBCL IkBa-CBG/CBR reporter, luminescence ratio, 4 h; Potency, µM (titrated, usually from 46.1 µM), without a hit: top-dose ratio change, negative = lower green/red ratio, most hits filed as inhibitors; AID 493014; 340,000 tested, 0.05% active; active = well fitted inhibition curve with a large enough effect in the signal ratio, with a control signal flat, not every such curve was filed as active; inconclusive = small, poorly fitted or top-dose-only effect, or effect the other way, or a change in a side signal; the % refers to the signal ratio;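 also: potency is read from the fitted curve at half-maximal effect; plate controls were basal doxycycline-induced cells for no effect and cells given 10 µM MG132 for full effect; MG132 reads +100%, hits lower the ratio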
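Compounds up to 46 uM were incubated four hours with TMD8 cells whose green CBG68 luciferase is fused to IkappaBalpha; red CBR luminescence normalised the signal, and concentration-effect curves were fitted to fusion, red and ratio data.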
Eya2 phos inh = Eya2 (human) phosphatase inhibition. O00167. recombinant Eya2, OMFP fluorescence dephosphorylation (OMFP is methylfluorescein phosphate). Potency, µM (titrated, usually from 76.9 µM), for inactives: at the highest dose activity, negative = inhibition, hits mostly inhibitors. 330,000 tested, 0.006% active. AID 488837; also: potency is read from the fitted curve at half-maximal effect; % is scaled to controls: 0 for no effect and ±100 for the full control effect
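Eya2 (0.2 uM) preincubated 10 min at ambient with compound, then OMFP substrate added at 50 uM; 10 min reaction in 50 mM HEPES pH 7.5, 50 mM NaCl, 5 uM MgCl2, 0.05% BSA, 1 mM DTT. Fluorescence read at Ex 485/Em 525 nm.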
TSHR antagonist = human thyrotropin receptor antagonism; 330,000 tested, 0.2% active; AID 504810; P16473; TSHR-expressing cells, TSH-stimulated cAMP HTRF, 2 h; active compounds read low; activity change, negative = inhibition, % at 11.5 µM;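 active = activity change below a set negative limit, meaning inhibition stronger than a set level, cut at about -70% in these data; inconclusive = activity change between two set negative limits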; also: % is scaled to controls: 0 for no effect and ±100 for the full control effect
Target sequence (P16473 whole entry, looked up): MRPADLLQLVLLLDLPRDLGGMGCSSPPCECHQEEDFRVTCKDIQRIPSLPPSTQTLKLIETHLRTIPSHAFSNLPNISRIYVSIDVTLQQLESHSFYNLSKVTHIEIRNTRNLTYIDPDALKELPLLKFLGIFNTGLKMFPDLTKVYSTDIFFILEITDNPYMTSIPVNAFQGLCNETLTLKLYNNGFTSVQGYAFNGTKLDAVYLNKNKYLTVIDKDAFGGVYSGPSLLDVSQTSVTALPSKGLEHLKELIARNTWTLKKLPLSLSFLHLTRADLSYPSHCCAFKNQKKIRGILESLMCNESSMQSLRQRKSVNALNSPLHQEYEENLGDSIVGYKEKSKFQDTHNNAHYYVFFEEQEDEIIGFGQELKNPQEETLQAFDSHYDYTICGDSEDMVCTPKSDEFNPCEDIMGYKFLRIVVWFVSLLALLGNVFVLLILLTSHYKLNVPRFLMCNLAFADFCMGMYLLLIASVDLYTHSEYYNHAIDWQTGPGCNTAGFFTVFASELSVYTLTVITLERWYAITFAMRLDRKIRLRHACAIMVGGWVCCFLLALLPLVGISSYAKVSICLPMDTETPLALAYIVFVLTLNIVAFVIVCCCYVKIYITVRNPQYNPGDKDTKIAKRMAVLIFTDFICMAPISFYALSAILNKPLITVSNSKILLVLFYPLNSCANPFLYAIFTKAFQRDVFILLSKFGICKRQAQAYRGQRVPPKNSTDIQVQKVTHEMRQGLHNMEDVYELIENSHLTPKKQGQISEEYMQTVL
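Freshly harvested TSHR cells receive pin-tooled compound, then EC80 TSH at 4nM final. After 2 hours at 37 deg C, antibody in lysis buffer and cAMP-d2 are added; 30 minutes at ambient temperature precede the HTRF read.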
PTAP TSG101 blk = blocks PTAP/TSG101 interaction to inhibit HIV-1 budding. Potency, µM (highest dose often 115 µM), inactives show at the highest dose activity change, negative = inhibition, most hits filed as inhibitors. 340,000 tested, under 10 active. AID 493005. Fluorescence polarization, FITC-PTAP peptide / Tsg101 binding; active = well fitted inhibition curve with a large enough effect in the main read-out, with a control signal flat, not every such curve was filed as active; inconclusive = small, poorly fitted or top-dose-only effect, or effect the other way, or a change in a side signal; inactive = no such curve, though single readings can be large or run the other way; also: potency is read from the fitted curve at half-maximal effect; % of control where 0% means no effect
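Fluorescence anisotropy tracks displacement of a FITC-tagged PTAP peptide (50 nM) from the Tsg101 binding domain (10 uM), following a 20 min room-temperature incubation at pH 7.5.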
Mito fusion act = inhibitors of mitochondrial division or activators of mitochondrial fusion; S. cerevisiae fusion-defective mutant growth rescue, CellTiterGlo 48 h; Potency, µM (doses to about 46.1 µM), without a hit: top-dose growth rescue (activation), usual class: activators; 320,000 tested, 0.23% active;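 also: potency is read from the fitted curve at half-maximal effect; % of control where 0% means no effect; nearly all actives have a fitted effect of over 45% in size; temperature-sensitive fusion mutants such as fzo1-1 at 37 °C on non-fermentable ethanol glycerol medium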
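Luminescent cell viability in 1536-well qHTS format served as the measure of rescued growth in ts fusion-mutant S. cerevisiae cultured on non-fermentable YPEG for 48 hours at 37C.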
AT treatment = potential ataxia-telangiectasia treatment; […] A-T fibroblasts, KAP-1 phosphorylation AlphaLISA; neocarzinostatin DNA damage 30 min before lysis; Potency, µM (doses to about 57.5 µM), without a hit: at the highest dose activation, most hits filed as activators; 320,000 tested, 0.19% active; also: potency is read from the fitted curve at half-maximal effect; % of control where 0% means no effect; nearly all actives have a fitted effect of over 45% in size
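hTERT-immortalized A-T patient fibroblasts ([…]), 500 cells/well in OPTI-MEM, 1% FBS, got compounds for 60 min, then NCS for 30 min at 37C. Lysates were then assayed for phospho-KAP-1 by AlphaLISA (anti-pKAP1 donor, anti-KAP1 acceptor beads), 6 hr at 25C.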
* = called active by the depositor; i = inactive; ? = inconclusive; . = no result given; [ ] = dose if it differs, or a comment. Unless noted, calls follow the shape of the dose curve; as a rule, active = well fitted curve in the direction sought with a large enough effect; inconclusive = small, poorly fitted or top-dose-only effect, or another doubt; inactive = no such curve, though single readings can be large; an effect the other way counts as inactive or inconclusive. Compounds were not picked by outcome; 3.2% or so of the library scored in one or more.

SMILES	ASM inhibitor	TCR act	ELG1 DNA repair	Integrin act MD	Tb PFK block	BCR signal inh	Eya2 phos inh	TSHR antagonist	PTAP TSG101 blk	Mito fusion act	AT treatment
CC(NC(=O)c1cccc(S(=O)(=O)N2CCc3ccccc3C2)c1)c1ccco1 (stereo not given)	0%	-1%	-18%	11%	-2%	0%	-1%	-27	-4%	-1%	12%
CCn1c(C)nc2cc(OC)ccc21	2%	1%	?	4%	3%	3%	0%	15	0%	-8%	5%
COc1cc(C(c2c(C(=O)O)[nH]c3ccccc23)c2c(C(=O)O)[nH]c3ccccc23)ccc1OCc1ccccc1	-4%	-2%	16%	12%	-1%	1%	6%	-5	-1%	-1%	-10%
Cc1cccc(C)c1NC(=O)C(c1ccccc1)N1CCC1=O (stereo not given)	-1%	.	9%	12%	-2%	-10%	-2%	-4	1%	2%	2%
COc1cc(CNc2ncn[nH]2)cc(Br)c1OC	3%	.	-14%	20%	-4%	0%	17%	-3	.	0%	5%
Cc1ccc(NC(=O)CCN2C(=O)C3CCCCC3C2=O)cc1[N+](=O)[O-] (stereo not given)	-2%	-4%	28%	-4%	-12%	-8%	-21%	7	-4%	0%	12%
CCCCCC(=O)c1ccc(O)cc1O	-2%	0%	?	-24%	-2%	?	2%	10	0%	18%	5%
Cc1ccc(C(=O)N2CCC(C(=O)c3ccc(Cl)cc3)CC2)cc1	0%	8%	-29%	-4%	0%	-1%	-8%	-18	-2%	6%	4%
CNC(=O)C1CC(=O)N(Cc2ccc3c(c2)OCO3)C(=Nc2ccc(OC)cc2)S1 (stereo not given)	-3%	-4%	?	18%	-9%	-8%	-22%	16	-3%	10%	5%
Cc1cc(/C=C(/C#N)c2cccc(F)c2)c(C)n1-c1cccnc1	-6%	-1%	?	0%	2%	?	2%	-15	-1%	18%	4%
CC(C)c1cc(C(=O)Nc2cccc(C(F)(F)F)c2)no1	4%	0%	?	8%	-4%	?	-32%	-12	-2%	2%	-4%
Cc1cc2oc(=O)cc(CN(C)Cc3ccccc3F)c2cc1Cl	-6%	-2%	?	-28%	-1%	?	8%	4	0%	-3%	14%
O=C(N/C(=C\c1cccnc1)C(=O)N1CCCCC1)c1cccc(Br)c1	-2%	8%	0%	2%	0%	2%	13%	-4	-4%	2%	8%
O=C(N1CCOCC1)N1CCCN(C(=O)N2CCOCC2)CC1	2%	-1%	19%	13%	1%	?	3%	18	-3%	-1%	0%
CSc1ccc(CN(C)CC(=O)Nc2cccc(Br)c2)cc1	2%	-5%[46.1 µM]	-2%	2%	6%	?	-12%	-26	-12%	0%	11%
O=C(CSCc1c(F)cccc1Cl)NCc1ccncc1	2%	2%	12%	10%	-1%	0%	-6%	-7	-2%	4%	-2%
CC(=O)N1c2ccc(S(=O)(=O)N3CCCC(C(=O)NCc4ccc(Cl)cc4)C3)cc2CC1C (stereo not given)	-2%	9%	-16%	-29%	-12%	17%	-2%	-29	-7%	6%	3%
O=C(O)c1ccc(Sc2ccccn2)c([N+](=O)[O-])c1	1%	1%	-4%	25%	0%	5%	7%	12	-4%	-1%	-1%
COc1cccc2cc(C(=O)NCc3ccco3)c(=Nc3ccc(C(=O)O)cc3)oc12	-4%	1%	?	-31%	0%	.	-5%	7	-4%	0%	2%
CCC(=O)N1CCc2cc(S(=O)(=O)CCC(=O)N3CCCC(C)C3)ccc21 (stereo not given)	2%	7%	11%	17%	-5%	3%	9%	-2	-1%	-1%	5%

Arranged by molar mass (lowest first): 3 of the compounds above.
SMILES	ASM inhibitor	TCR act	ELG1 DNA repair	Integrin act MD	Tb PFK block	BCR signal inh	Eya2 phos inh	TSHR antagonist	PTAP TSG101 blk	Mito fusion act	AT treatment
Cc1ccc(C(=O)N2CCC(C(=O)c3ccc(Cl)cc3)CC2)cc1	0%	8%	-29%	-4%	0%	-1%	-8%	-18	-2%	6%	4%
COc1cccc2cc(C(=O)NCc3ccco3)c(=Nc3ccc(C(=O)O)cc3)oc12	-4%	1%	?	-31%	0%	.	-5%	7	-4%	0%	2%
CC(=O)N1c2ccc(S(=O)(=O)N3CCCC(C(=O)NCc4ccc(Cl)cc4)C3)cc2CC1C (stereo not given)	-2%	9%	-16%	-29%	-12%	17%	-2%	-29	-7%	6%	3%

Other entries:
SMILES	ASM inhibitor	TCR act	ELG1 DNA repair	Integrin act MD	Tb PFK block	BCR signal inh	Eya2 phos inh	TSHR antagonist	PTAP TSG101 blk	Mito fusion act	AT treatment
Cc1ccnc(NS(=O)(=O)c2ccc(NC(=O)C34CC5CC(C)(CC(C)(C5)C3)C4)cc2)n1	-3%	-4%	-1%	-35%[7.66 µM]	3%	?	23%	8	-6%	1%	0%
CCOc1ccccc1NC(=O)Cc1c(F)cccc1Cl	-1%	4%[46.1 µM]	15%	6%	-4%	-5%	0%	-2	-2%	3%	2%
COc1ccccc1C1CC(=O)Oc2cc(C)c(Cl)c(C)c21 (stereo not given)	1%	-10%[46.1 µM]	1%	8%	1%	-1%	-8%	-18	-5%	.	12%
COc1ccc(Cc2nnc(NC(=O)c3ccccc3[N+](=O)[O-])s2)cc1	-2%	3%	-1%	4%	-2%	0%	-13%	-1	-8%	-4%	-9%
CCOC(=O)c1ccc(NC(=O)Cn2nnc(-c3ccccc3)n2)cc1	3%	-3%	6%	28%	-23%	0%	-14%	5	-1%	1%	5%
Cc1nc(C)n(C(C)CNC(=O)c2ccccc2)n1 (stereo not given)	2%	-1%	2%	3%	0%	12%	-2%	7	-5%	0%	-10%
CCCCn1nc(C(=O)NCc2ccccc2CN2CCCC2)c2ccccc2c1=O	0%	4%	-15%	0%	14%	?	4%	-2	0%	1%	-11%
CCOc1ccc(N2CC(C(=O)OCC(=O)NCc3ccccc3)CC2=O)cc1 (stereo not given)	1%	-7%	9%	17%	0%	-29%	5%	12	-6%	1%	6%
CCCC(=O)C1=C(N2CCCC2)CC(C)(C)C(C(=O)OC)C1=O (stereo not given)	-1%	2%	17%	-18%	0%	0%	-11%	-7	-1%	-6%	0%
CC1CCCCC1NC(=O)CCC(=O)N1CCOc2ccc(Cl)cc21 (stereo not given)	4%	-1%	?	-5%	-10%	-2%	4%	15	-3%	3%	-1%
CN(C)CCCN(C(=O)c1cc(Cl)sc1Cl)c1nc2cc3c(cc2s1)OCO3	-8%	1%	?	?	-1%	?	11%	-15	-5%	-8%	-1%
N=c1c2c(-c3ccccc3)c(-c3ccccc3)n(Cc3ccco3)c2ncn1CCN1CCOCC1	-2%	-1%	-11%	-53%[inhibitor]	0%	?	-3%	-14	1%	6%	3%
COc1ccc(CC(=O)NNC(=S)NCC2CC2)cc1OC	3%	8%	-28%	16%	-1%	-14%	-6%	-4	1%	0%	-3%
Cc1ccc(C(=O)N/C(=C\c2sccc2C)C(=O)NCc2ccco2)cc1	-1%	0%	-2%	0%	1%	11%	5%	17	-6%	1%	-3%
Nc1c(C(=O)NCc2ccccc2)c2nc3ccccc3nc2n1CCCN1CCOCC1	i	-2%[46.1 µM]	21µM*	-38%	-3%	3%	-13%	-11	-8%	-53%[inhibitor]	13%
Cc1nc2ncccn2c1-c1csc(Nc2ccccc2)n1	-9%	5%[46.1 µM]	?	6%	7%	?	-9%	-14	-23%	7%	5%

Filtered by structure, those above containing an aryl thioether with sulfur outside any ring
SMILES	ASM inhibitor	TCR act	ELG1 DNA repair	Integrin act MD	Tb PFK block	BCR signal inh	Eya2 phos inh	TSHR antagonist	PTAP TSG101 blk	Mito fusion act	AT treatment
CSc1ccc(CN(C)CC(=O)Nc2cccc(Br)c2)cc1	2%	-5%[46.1 µM]	-2%	2%	6%	?	-12%	-26	-12%	0%	11%
O=C(O)c1ccc(Sc2ccccn2)c([N+](=O)[O-])c1	1%	1%	-4%	25%	0%	5%	7%	12	-4%	-1%	-1%
